USP1 inh: USP1/UAF1 (human) deubiquitinase inhibition; O94782; recombinant USP1/UAF1, Ub-Rhodamine cleavage fluorescence; Potency, µM (highest dose often 57.1 µM), without a hit: top-dose activity change, negative = inhibition, usual class: inhibitors; hit rate 0.23% among 390,000; note: % is set by controls: 0 for no effect and ±100 for the full control effect; nearly all actives have a fitted effect of over 60% in size; inactives centre near -12
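1 nM enzyme complex + cpd, 15 min RT; start with Ub-Rho 150nM final; kinetic fluorescence ex 480/em 540, 6 reads q60 s. Buffer 50mM HEPES pH 7.8, 0.5mM EDTA, 0.1 mg/ml BSA, 1mM TCEP, 0.01% Tween-20.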
rTrxR1 inhibitor: rat TrxR1 inhibition; Potency, µM (titrated, usually from 114 µM), without a hit: top-dose activity change, negative = inhibition, usual class: inhibitors; hit rate 1% among 390,000; recombinant rTrxR1, NADPH fluorescence consumption, selenite substrate; note: % is set by controls: 0 for no effect and ±100 for the full control effect; nearly all actives have a fitted effect of over 65% in size
Target sequence (O89049 whole entry, looked up): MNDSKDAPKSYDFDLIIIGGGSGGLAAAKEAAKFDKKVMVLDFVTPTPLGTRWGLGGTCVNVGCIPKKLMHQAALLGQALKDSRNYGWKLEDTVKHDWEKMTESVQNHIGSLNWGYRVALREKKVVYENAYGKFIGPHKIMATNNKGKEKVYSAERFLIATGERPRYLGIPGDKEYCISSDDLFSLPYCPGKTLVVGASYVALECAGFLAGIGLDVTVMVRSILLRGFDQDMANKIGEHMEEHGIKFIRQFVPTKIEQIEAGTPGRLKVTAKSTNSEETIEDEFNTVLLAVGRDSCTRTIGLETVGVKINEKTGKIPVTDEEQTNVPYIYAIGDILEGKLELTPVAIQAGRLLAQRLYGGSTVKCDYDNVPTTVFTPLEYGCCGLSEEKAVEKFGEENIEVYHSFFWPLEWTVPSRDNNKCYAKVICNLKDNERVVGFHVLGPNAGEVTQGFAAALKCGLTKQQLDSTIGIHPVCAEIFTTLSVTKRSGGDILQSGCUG
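Rat TrxR1 (90 nM in the dispensed reagent) was pre-reduced with 400 uM NADPH for 5 min at room temperature, then incubated with compound for 15 min. After 400 uM selenite was added, NADPH fluorescence (Ex 340/Em 450 nm) was followed for 8 min.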
TrxR1 substrate: substrates of rat thioredoxin reductase 1 | purified TrxR1 substrate turnover, NADPH consumption readout | O89049 | hit rate 0.01% among 390,000 | Potency, µM (doses to about 114 µM), inactives show at the highest dose activity change, negative = substrate turnover; note: % is set by controls: 0 for no effect and ±100 for the full control effect; nearly all actives have a fitted effect of over 50% in size
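Rat TrxR1, dispensed at 90 nM, was prereduced with 400 uM NADPH (final) for 5 min at ~22 deg C, then incubated with compound 15 min before 400 uM selenite. A first-read NADPH fluorescence drop versus no-compound background flagged substrates.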
Vif-A3F inh: blocks the Vif interaction with APOBEC3F | hit rate 0.2% among 390,000 | Potency, µM (titrated, usually from 46.1 µM), inactives show top-dose activity, negative = active | HeLa A3F-eYFP + Vif (tagged APOBEC3F with the HIV-1 protein that degrades it), YFP fluorescence increase | AID 602313; note: % of control where 0% means no effect; nearly all actives have a fitted effect of over 65% in size
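HeLa cells stably expressing Vif plus C-terminally eYFP-tagged A3F were seeded, incubated overnight at 37 deg C, dosed with compound, incubated overnight again at 37 deg C. Yellow fluorescence (Ex 488/Em 500-530) reported blocked Vif-mediated A3F-eYFP degradation.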
IDH1 R132H inh: inhibitors of human mutant IDH1 R132H; O75874; hit rate 0.093% among 390,000; AID 602179; IDH1-R132H enzyme, NADPH consumption, diaphorase/resazurin fluorescence; Potency, µM (titrated, usually from 76.6 µM), without a hit: top-dose activity change, negative = inhibition, actives largely listed as inhibitors; note: % is set by controls: 0 for no effect and ±100 for the full control effect; nearly all actives have a fitted effect of over 65% in size
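IDH1-R132H (0.5 ug/mL) preincubated 30 min with compound, then NADPH (0.016 mM) and alpha-KG (2 mM) added; 80 min at RT, pH 7.5. Remaining NADPH coupled via diaphorase/resazurin to fluorescence (540/590 nm); concentration-response curves normalized to no-enzyme control.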
12-LOX inh: blocks human arachidonate 12S-lipoxygenase; purified 12hLO, xylenol orange hydroperoxide absorbance; P18054; AID 1671190; hit rate 1.1% among 580,000; Potency, µM (top dose mostly 108 µM), for inactives: top-dose activity change, negative = inhibition, usual class: inhibitors; note: % is set by controls: 0 for no effect and ±100 for the full control effect
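Hydroperoxide product was detected by ferrous iron/xylenol orange as the 573 to 405 nm absorbance ratio. Arachidonic acid at 40 uM (final) was turned over for 30 min at room temperature by 150 nM human 12hLO, pH 7.0 Hepes buffer, after 15 min compound preincubation.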
Vif-A3G inh: blocks the Vif interaction with human APOBEC3G. hit rate 0.076% among 410,000. HeLa A3G-eYFP + Vif (tagged APOBEC3G with the HIV-1 protein that degrades it), YFP fluorescence, overnight. Potency, µM (titrated, usually from 46.1 µM), for the others: at the top dose activity, negative = active, usual class: inhibitors;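 note: % is set by controls: 0 for no effect and ±100 for the full control effect; nearly all actives have a fitted effect of over 60% in size; hits raise eYFP signal because A3G escapes Vif-driven loss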
Target sequence (Q9HC16 whole entry, looked up): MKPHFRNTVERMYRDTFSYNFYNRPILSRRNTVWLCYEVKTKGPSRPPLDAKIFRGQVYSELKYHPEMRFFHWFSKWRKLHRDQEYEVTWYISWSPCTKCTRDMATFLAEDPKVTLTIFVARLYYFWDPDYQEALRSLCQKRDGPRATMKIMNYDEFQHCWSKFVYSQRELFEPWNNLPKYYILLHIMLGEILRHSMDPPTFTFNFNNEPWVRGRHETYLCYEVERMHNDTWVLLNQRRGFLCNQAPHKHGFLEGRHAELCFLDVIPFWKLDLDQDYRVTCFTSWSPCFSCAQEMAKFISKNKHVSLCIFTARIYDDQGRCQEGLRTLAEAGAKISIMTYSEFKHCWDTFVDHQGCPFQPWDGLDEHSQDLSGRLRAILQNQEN
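Read-out is eYFP fluorescence (Ex 488/Em 500-530) from Vif-expressing HeLa A3G-eYFP cells; more signal means A3G escaped Vif-mediated degradation. Cells plated overnight, compound pinned in, incubated overnight at 37 deg C.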
RXFP1 agonist: RXFP1 (human) receptor agonism. Q9HBX9. HEK293T-RXFP1 cAMP TR-FRET, 30 min; response scale: percent of porcine relaxin response, buffer zero. Potency, µM (highest dose often 57.5 µM), for inactives: top-dose activation, hits mostly activators. hit rate 0.3% among 370,000. AID 2676; note: % is set by controls: 0 for no effect and ±100 for the full control effect; nearly all actives have a fitted effect of over 60% in size; many of its hits are not listed in these tables
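cAMP rise read by TR-FRET after 30 min, 37C compound exposure (up to 58 uM) in RXFP1-transfected HEK293 cells with Ro 20174 present. EC50 from Hill-equation fits, with 29 nM porcine relaxin as 100% and buffer as basal.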
RGS4 inhibitor: inhibitors of human regulator of G protein signaling 4 | P49798 | hit rate 0.039% among 390,000 | Transcreener GDP fluorescence polarization, RGS4-accelerated GTP hydrolysis | Potency, µM (doses to about 114 µM), inactives show top-dose activity change, negative = inhibition, most hits filed as inhibitors; note: % is set by controls: 0 for no effect and ±100 for the full control effect; nearly all actives have a fitted effect of over 75% in size; some results filed as inactive show a strong effect at the top dose
Target sequence (P49798 whole entry, looked up): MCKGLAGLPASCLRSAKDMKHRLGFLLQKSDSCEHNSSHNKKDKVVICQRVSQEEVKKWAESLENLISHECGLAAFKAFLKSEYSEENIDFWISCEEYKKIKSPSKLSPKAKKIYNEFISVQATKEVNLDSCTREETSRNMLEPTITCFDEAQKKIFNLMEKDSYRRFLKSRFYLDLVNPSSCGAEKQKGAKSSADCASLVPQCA
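MLSMR compounds (23 nl, pin-transferred) preincubated 10 min at room temperature with a 500nM (2x) first reagent, then RGS4 at 900nM (2x) plus Transcreener GDP mix added; fluorescence polarization (620/688 nm) read before and after 90 min at 30 °C.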
* = called active by the depositor; ? = inconclusive; · = not tested or not shown; & = joins results of further samples; [ ] = dose if it differs, or a comment. Calls come from the whole dose curve; as a rule, active = well fitted curve in the direction sought with a large enough effect; inconclusive = small, poorly fitted or top-dose-only effect, or another doubt; inactive = no such curve, though single readings can be large; an effect the other way counts as inactive or inconclusive. Potency is the fitted concentration of half-maximal effect.

SMILES	USP1 inh	rTrxR1 inhibitor	TrxR1 substrate	Vif-A3F inh	IDH1 R132H inh	12-LOX inh	Vif-A3G inh	RXFP1 agonist	RGS4 inhibitor
Cc1cc(OCc2nn[nH]n2)c2c(C)c(Cc3ccccc3)c(=O)oc2c1	-18%	34%[activator][57.1 µM]	76%[activator][57.1 µM]	-3%	?	183%[activator]	0%	0.0%	-10%
CCN(CC)S(=O)(=O)c1ccc(C)c(C)c1	-9%	27%	7%	-16%	3%	0%	1%	0.7%	22%
CCOc1ccc(OCC)c(NC(=O)c2cc(-c3cccs3)nc3ccccc23)c1	3%	5%	6%[2.29 µM]	?	-12%	3%	3%	3.0%	19%
CC(=O)N1CCN(Cc2nc3cc(NC(=O)c4ccccc4C)ccc3n2C)CC1	-21%	12%[57.1 µM]	17%	1%	5%	-9%	-2%	0.3%	-37%
CN(C)CCCOC(=O)C1c2ccccc2Oc2ccccc21	0%	-16%	-10%	0%	0%	21%	0%	0.0%	4%
O=C(CO/N=C/c1ccc(OC(F)F)cc1)NCc1cccs1	-9%	-20%	-12%	1%	2%	-14%	-1%	-0.8%	0%
COc1ccccc1N1C(=O)CC(Sc2ccccc2N)C1=O (stereo not given)	-16%	5%[57.1 µM]	3%[57.1 µM]	-10%	10%	-8%	-9%	2.9%	-2%
Cc1ccc2nc(NC(=O)Cn3nc(C)c([N+](=O)[O-])c3C)sc2c1	-1%	-20%	-12%	3%	3%	-3%	2%	1.7%	20%
COc1ccc(CC(=O)N2N=C(C)CC2(O)C(F)(F)F)cc1OC (stereo not given)	-3%	0%[57.1 µM]	8%[57.1 µM]	4%	3%	12%	-1%	2.9%	2%
Cc1nn(Cc2cccc(C(=O)NC3CCCCC3)c2)c(C)c1Cl	4%	12%	0%	5%	0%	-11%	0%	-0.4%	18%
Cc1ccnc(N2C(=O)c3ccccc3C2Nc2ccc3c(c2)OCCO3)c1 (stereo not given)	-12%	12%[57.1 µM]	-3%[57.1 µM]	2%	-3%	329%[activator]	-1%	-0.5%	-13%
O=C(O)c1ncsc1-c1ccccc1	-4%	21%[57.1 µM]	2%[57.1 µM]	-8%	6%	?	7%	6.1%	-22%[56.9 µM]
Cc1ccc(N(C(=O)CNC(=O)c2cccs2)C(C(=O)NC2CCCC2)c2ccncc2)cc1 (stereo not given)	-10%	16%[57.1 µM]	-16%[57.1 µM]	-14%	10%	-21%	-1%	-1.3%	7%
CCOC(=O)CSc1nc(C)c2cccc(C)c2n1	-13%	-2%	-6%	-10%	-8%	?	-3%	6.5%	18%
O=C(COc1ccccc1)N1c2ccccc2Sc2ccccc21	-13%	14%	0%	0%	5%	-1%	-9%	3.3%	?
CSc1nnc(-c2cc(C)on2)n1-c1ccccc1	-8%	13%	2%	4%	2%	-5%	0%	2.4%	-14%
CCN(C(=O)c1c([N+](=O)[O-])cnn1C)c1ccccc1	-13%	·	·	0%	-1%	7%	2%	·	·
Cc1ccc2c(C)c(C(=O)N(C)C(C)c3ccncn3)oc2c1C (stereo not given)	-21%	18%	6%	2%	15%	123%[activator]	-1%	0.2%	-4%
CCOC(=O)N1CCN(c2nc(=S)n(-c3ccccc3)c(C)c2C(C)=O)CC1	-10%	9%[57.1 µM]	7%[57.1 µM]	-3%	2%	32µM*	0%	-0.5%	-26%
CCc1cc2c(cc3c(=O)n(CC(=O)NCCc4ccc(OC)cc4OC)nc(CC)n32)s1	?	15%	0%	11%	-7%	?	-2%	-1.3%	16%
Cc1cc(-c2cc(C(=O)NC3CCCC3)on2)nc(NCC2CC2)n1	-6%	17%[57.1 µM]	-5%	1%	-2%	-7%	-1%	-0.3%	-5%
CCOc1cccc(C2C=C(c3ccc4c(c3)OCO4)NC(c3ccccc3F)N2)c1O (stereo not given)	·	12%	7%[0.0914 µM]	·	·	·	-25%	·	-6%
O=S(=O)(NC1CCCCC1)c1ccc(N2CCOCC2)nc1	-14%	14%	-4%	4%	-2%	446%[activator]	1%	2.9%	8%
NS(=O)(=O)c1ccc(NC(=S)Nc2cc(Cl)c(Cl)cc2Cl)cc1	-18%	35µM*	-3%	7%	7%	?	3%	2.4%	-19%
Cn1nc(C(=O)NC2CCCCC2)c2c1-c1ccccc1SC2	-14%	1%[57.1 µM]	-2%[57.1 µM]	-2%	18%	8%	0%	3.1%	17%

An excerpt from above in order of count of non-hydrogen atoms, lowest first:
SMILES	USP1 inh	rTrxR1 inhibitor	TrxR1 substrate	Vif-A3F inh	IDH1 R132H inh	12-LOX inh	Vif-A3G inh	RXFP1 agonist	RGS4 inhibitor
COc1ccccc1N1C(=O)CC(Sc2ccccc2N)C1=O (stereo not given)	-16%	5%[57.1 µM]	3%[57.1 µM]	-10%	10%	-8%	-9%	2.9%	-2%
O=C(COc1ccccc1)N1c2ccccc2Sc2ccccc21	-13%	14%	0%	0%	5%	-1%	-9%	3.3%	?
CC(=O)N1CCN(Cc2nc3cc(NC(=O)c4ccccc4C)ccc3n2C)CC1	-21%	12%[57.1 µM]	17%	1%	5%	-9%	-2%	0.3%	-37%

(next part)
SMILES	USP1 inh	rTrxR1 inhibitor	TrxR1 substrate	Vif-A3F inh	IDH1 R132H inh	12-LOX inh	Vif-A3G inh	RXFP1 agonist	RGS4 inhibitor
Cc1cccc(N(C)C(=O)CS(=O)(=O)c2cccc3nsnc23)c1	-14%	13%[57.1 µM]	6%[57.1 µM]	5%	-2%	-18%	3%	1.2%	-3%
Cc1ccc(N2CCN(C(=O)NC3CCCCC3)CC2)c(C)c1	-12%	3%	4%	-1%	2%	19%	-7%	2.4%	-10%
CN(C)c1ccnc2sc3c(=O)n(Cc4ccccc4)cnc3c12	-3%	7%	0%	-9%	2%	·	0%	2.2%	9%
COc1ccc(C(C)NC(=O)C2CCCC2)cc1OC (stereo not given)	-5%	23%	1%	-2%	-3%	7%	1%	2.0%	20%
Cc1cccc(NC(=O)Nc2ccc(Cl)c(Cl)c2)n1	-3%	30%[57.1 µM]	10%[57.1 µM]	4%	25%	4%	3%	6.5%	-19%
CC1CC(C)CN(CCCNC(=O)CN2C(=O)c3cccnc3Oc3ccc(Cl)cc32)C1 (stereo not given)	-24%	16%	5%	1%	8%	2%	-3%	3.0%	-1%
C=C1CN(CC(=O)OC)S(=O)(=O)c2ccccc21	-4%	?	6%[57.1 µM]	2%	1%[38.3 µM]	-12%	-3%&3%	1.4%	1%&27%
CN(C(=O)COC(=O)c1ccc(=O)n(Cc2ccccc2)n1)C1CCCCC1	-7%	16%	1%	0%	9%	20%	3%	-1.0%	-8%
Cc1ccccc1-c1noc(-c2ccc(O)cc2)n1	-12%	12%	6%	0%	-4%	?	-5%	2.3%	-18%
CCC(CC)C(=O)Nc1ccc2nc(SCC(=O)N3CCCC3)sc2c1	-16%	8%	-9%	-9%	0%	-12%	0%	-2.7%	16%
CCCN(CCC)CCCNC(=O)Cn1ncc2c3ccccc3n(Cc3ccccc3)c2c1=O	-16%	-7%	-2%	-14%	6%	-5%	3%	3.8%	-12%
O=C(Nc1ccc(F)cc1)N1CCn2c(nc3ccccc32)C1	-17%	14%	9%[57.1 µM]	0%	0%	3%	0%	-0.7%	-3%
COc1ccc(-n2cnc3cc(NS(=O)(=O)c4ccccc4)ccc32)cc1	-9%	1%	0%	-1%	14%	-12%	0%	4.9%	9%
CCCN(C(=O)NCc1noc2ccc(C)cc12)c1ccc(Cl)c(Cl)c1	-18%	25%	7%	-2%	-10%	8%	3%	0.9%	-3%
COCc1cc(C)nc2sc(C(=O)Nc3ccc(OC)cc3)c(N)c12	-22%	13%	0%	3%	4%	?	0%	3.5%	12%
COC(=O)c1ccc(NCc2c(O)ccc(O)c2Br)cc1Cl	-9%	32µM*	-9%	1%	0%	0.89µM*	?	·	-52%
O=C(CSc1nc(NS(=O)(=O)c2ccccc2)cc(=O)[nH]1)Nc1ccccc1C(F)(F)F	-6%	9%[57.1 µM]	0%[57.1 µM]	-2%	-3%	?	-3%	-2.4%	0%
CCc1cc(C(=O)N2CCCC(C(=O)c3ccc(C(F)(F)F)cc3)C2)n(C)n1 (stereo not given)	-15%	-3%	0%	-5%	-6%	1%	-2%	-0.3%	21%
O=C1CC(C(=O)O)C2(CCCC2)O1 (stereo not given)	-12%	5%[57.1 µM]	7%[57.1 µM]	-3%	12%	18%	-1%	·	10%
CC1CCN(S(=O)(=O)c2cn(CC(=O)N3CC(C)CC(C)C3)c(=O)c3ccccc23)CC1 (stereo not given)	5%	-5%	-6%	5%	1%	23%	1%	2.8%	16%
COc1ccc(NC(=S)Nc2cccc(Cl)c2Cl)cc1OC	-4%	?	-6%	9%	0%	15%	0%	1.2%	-5%[56.9 µM]
C/C(=N\NC(=O)c1cc(-c2ccccn2)nc2ccccc12)c1cccc([N+](=O)[O-])c1	1%	4%[57.1 µM]	2%	-19%	-1%	2%	-4%	0.1%	20%
C=C1SC(Nc2c(C)cc(C)cc2C)=NC12CCCCC2	-14%	15%	-2%	2%	-1%	?	-2%	2.5%	5%
CCCOc1ccc(C(=O)N2CCN(c3ccc(NC(=O)CC)cc3Cl)CC2)cc1	-19%	11%	-2%	1%	0%	0%	0%	0.2%	-5%
COc1ccc(CNC(=O)C2CCCN2S(=O)(=O)c2ccc(Cl)cc2)cc1 (stereo not given)	-16%	0%	8%[57.1 µM]	-1%	0%	-1%	-3%	3.0%	-8%

Not all compounds are listed; count on the stated rates, not on these rows.
